# Source: PubChem BioAssay
# BLM helicase inh – Bloom syndrome helicase (human) inhibition | Potency, µM (titrated, usually from 56.1 µM), without a hit: at the highest dose activity change, negative = inhibition, actives largely listed as inhibitors | recombinant BLM DNA unwinding, fluorescence dequenching | 0.2% of 350,000 active | P54132;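 note: plate controls were vehicle for no effect and no enzyme for full effect; nearly all actives have a fitted effect of over 35% in size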
# BAZ2B block – inhibitors of human BAZ2B bromodomain; Potency, µM (doses to about 114 µM), for inactives: top-dose activity change, negative = inhibition, most hits filed as inhibitors; Q9UIF8; 4.4% of 360,000 active; AID 504333; AlphaScreen BAZ2B-H3K14Ac peptide displacement; note: % is set by controls: 0 for no effect and ±100 for the full control effect; nearly all actives have a fitted effect of over 60% in size
#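 BAZ2B 50 nM plus b-H3(5-23)K14Ac 50 nM, PBS pH 7.4/0.01% Tween-20, 30 min RT; compound added (max 110 uM), 30 min RT; streptavidin donor/Ni-chelate acceptor beads 10 ug/mL final, 20 min dark; AlphaScreen read.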
# JMJD2A Tudor inh – blocks the human JMJD2A Tudor domain; AlphaScreen JMJD2A-Tudor / H3K4me3 peptide binding; 4.4% of 390,000 active; O75164; Potency, µM (top dose mostly 114 µM), for the others: at the top dose activity change, negative = inhibition, actives largely listed as inhibitors; note: % is set by controls: 0 for no effect and ±100 for the full control effect; nearly all actives have a fitted effect of over 50% in size
# POLH inh – blocks human DNA polymerase eta activity; recombinant Pol eta, fluorescent DNA replication assay; Potency, µM (highest dose often 114 µM), for inactives: top-dose activity change, negative = inhibition, hits mostly inhibitors; Q9Y253; AID 588591; 1.2% of 390,000 active; note: % is set by controls: 0 for no effect and ±100 for the full control effect
#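 Pol eta (10 nM) was preincubated with compounds for 15 min at room temperature, after which fluorescent replication substrate (50 nM final) was added to start the reaction. Fluorescence was read kinetically at 0 and 10 min.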
# Pol iota inh – blocks human DNA polymerase iota activity; Pol iota fluorescent replication assay, 10 min; Potency, µM (top dose mostly 115 µM), inactives show at the highest dose activity, negative = inhibition, actives largely listed as inhibitors; 1% of 390,000 active; AID 588590
# Target sequence (Q9UNA4 whole entry, looked up): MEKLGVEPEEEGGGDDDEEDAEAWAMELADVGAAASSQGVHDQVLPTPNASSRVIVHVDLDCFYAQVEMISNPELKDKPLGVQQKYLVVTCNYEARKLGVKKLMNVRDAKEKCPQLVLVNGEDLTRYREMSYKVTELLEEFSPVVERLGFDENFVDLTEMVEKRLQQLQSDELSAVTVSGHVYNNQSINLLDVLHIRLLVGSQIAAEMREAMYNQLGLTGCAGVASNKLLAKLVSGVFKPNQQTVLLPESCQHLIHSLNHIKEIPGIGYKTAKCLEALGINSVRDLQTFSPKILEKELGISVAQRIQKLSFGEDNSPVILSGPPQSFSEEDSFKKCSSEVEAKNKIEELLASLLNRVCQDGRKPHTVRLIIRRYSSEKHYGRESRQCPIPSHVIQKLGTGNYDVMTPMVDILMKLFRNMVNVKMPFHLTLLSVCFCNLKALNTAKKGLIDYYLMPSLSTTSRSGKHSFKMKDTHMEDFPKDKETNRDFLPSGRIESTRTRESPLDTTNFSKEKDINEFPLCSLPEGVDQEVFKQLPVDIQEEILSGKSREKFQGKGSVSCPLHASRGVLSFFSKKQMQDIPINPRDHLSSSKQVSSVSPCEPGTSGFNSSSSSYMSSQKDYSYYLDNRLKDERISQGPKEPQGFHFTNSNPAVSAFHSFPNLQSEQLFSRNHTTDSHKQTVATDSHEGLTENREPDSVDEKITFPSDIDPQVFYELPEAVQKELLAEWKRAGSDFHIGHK
#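 Fluorescent replication assay read twice, at 0 min and 10 min after adding 50 nM (final) substrate. Enzyme (10 nM) and compounds were first incubated 15 min at room temperature; enzyme-free buffer wells were negative controls.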
# G9a block – G9a (human) methyltransferase inhibition; Q96KQ7; G9a H3K9 monomethylation, AlphaScreen, 2 h; Potency, µM (highest dose often 102 µM), for inactives: at the top dose activity, negative = inhibition, hits mostly inhibitors; 8.8% of 350,000 active; AID 504332; note: % is set by controls: 0 for no effect and ±100 for the full control effect; nearly all actives have a fitted effect of over 75% in size
#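 Methyltransferase reactions run at room temperature for 2 h (20 nM enzyme, 500 nM biotin-H3K9 peptide, 20 uM SAM) after a 15 min compound preincubation; product detected by AlphaScreen beads and anti-H3K9me1 antibody.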
# Pol kappa inh – DNA polymerase kappa (human) inhibition. Q9UBT6. purified Pol kappa, fluorescent DNA synthesis assay, 10 min. Potency, µM (top dose mostly 107 µM), for the others: at the highest dose activity, negative = inhibition, hits mostly inhibitors. 0.53% of 400,000 active. AID 588579; note: % is set by controls: 0 for no effect and ±100 for the full control effect
#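 Enzyme at 10 nM met test compounds for 15 min at room temperature. Substrate addition (50 nM final) began the reaction, which was monitored by fluorescence at 0 and 10 min.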
# POLB inh – DNA polymerase beta (human) inhibition. P06746. Pol beta primer extension/strand displacement, fluorescence kinetic. Potency, µM (titrated, usually from 114 µM), for inactives: top-dose activity change, negative = inhibition, actives largely listed as inhibitors. 1.3% of 340,000 active; note: % is set by controls: 0 for no effect and ±100 for the full control effect
#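 Reaction started by 50 nM substrate onto compound-treated Pol beta (10 nM, 15 min preincubation, room temperature); plates read at 0 min and 10 min. Normalized concentration-effect data fitted by four-parameter Hill equation.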
# APE1 inh – inhibitors of human APE1 endonuclease; P27695; recombinant APE1, TAMRA/BHQ-2 abasic DNA cleavage fluorescence; Potency, µM (highest dose often 65.8 µM), for inactives: at the highest dose activity change, negative = inhibition, hits mostly inhibitors; 0.35% of 350,000 active; AID 2517;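 note: plate controls were vehicle for no effect and reference inhibitor for full effect; nearly all actives have a fitted effect of over 55% in size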
# Target sequence (P27695 whole entry, looked up): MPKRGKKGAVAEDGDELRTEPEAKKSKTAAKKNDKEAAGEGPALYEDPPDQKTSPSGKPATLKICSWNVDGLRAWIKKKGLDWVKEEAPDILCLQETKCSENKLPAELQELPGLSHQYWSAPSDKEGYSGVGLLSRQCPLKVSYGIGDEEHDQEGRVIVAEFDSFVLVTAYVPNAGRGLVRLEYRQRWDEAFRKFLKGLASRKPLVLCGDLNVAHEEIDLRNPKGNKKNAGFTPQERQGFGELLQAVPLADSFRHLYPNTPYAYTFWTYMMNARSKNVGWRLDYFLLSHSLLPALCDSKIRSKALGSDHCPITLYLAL
#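 APE1 at 0.75 nM preincubated 15 min at room temperature with compound. Reaction then started with 50 nM double-stranded THF-abasic substrate labelled with TAMRA/BHQ-2, and 525/598 nm fluorescence read kinetically. Activity taken as third-minus-first read difference, normalized to DMSO and NSC13755 controls.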
# Numbers without * were called inactive; ? = inconclusive; . = not tested or not shown; [ ] = another dose, or the depositor's remark. Calls come from the whole dose curve; as a rule, active = well fitted curve in the direction sought with a large enough effect; inconclusive = small, poorly fitted or top-dose-only effect, or another doubt; inactive = no such curve, though single readings can be large; an effect the other way counts as inactive or inconclusive. Potency is the fitted concentration of half-maximal effect.
SMILES,BLM helicase inh,BAZ2B block,JMJD2A Tudor inh,POLH inh,Pol iota inh,G9a block,Pol kappa inh,POLB inh,APE1 inh
COC(=O)c1c(C(=O)OC)c(-c2ccc(OC)cc2)n2c1CCC2,0%,-30%,-29%,-12%,-22%,?,-6%,-4%,5%
COCCn1c(C)cc(C(=O)CSc2nnc(C)s2)c1C,3%,?,-21%,6%,15%,-28%[59 µM],-3%,49%,?
COc1ccc(N(CC(=O)NCc2ccc(F)cc2)C(=O)c2snc(C(N)=O)c2N)cc1,-1%,3%,-10%,-5%,132%[activator],-2%,4%,0%,9%
COc1ccc(Sc2nnc(Cc3ccccc3)c3ccccc23)cc1,-4%,-7%,-20%,-9%,-9%[58.9 µM],1%,-10%,0%,-2%
Cc1ccc(-n2c(SCC(=O)N(C)C)nnc2-c2ccco2)cc1,1%,0%,-3%,-3%,-6%,7%,-3%,14%,12%
O=C(CCS(=O)(=O)c1cc(Br)cc2c1N(C(=O)C1CC1)CC2)NCc1ccc(Cl)cc1,-3%,2%,-15%,-14%,9%,2%[59 µM],-5%,25%,.
O=C(COC(=O)Cc1ccc(Cl)cc1)Nc1c(F)cccc1F,-2%,-4%,-10%,-4%,34%,20%,0%,18%,-3%
O=C(NCCCN1CCCCC1)c1ccc2c(c1)NC(=O)C(N1CCCCC1)S2 (stereo unspecified),3%,5%,-13%,-7%,0%,11%[0.501 µM],-4%,?,-2%
Nc1c(C=C2C=CC(=O)C=C2)c(=O)nc2sc(CC(=O)N3CCOCC3)nn12,-1%,?,-9%,?,-26%,.,-32%,34%,-10%
Cc1cc(C=O)c(C)n1-c1cc(C(=O)O)cc(C(=O)O)c1,8%,18µM*,?,4µM*,25µM*,.,50µM*,7.9µM*,17%
N#CCCN1CCN(CCC#N)c2ccccc21,.,.,-28%,-20%,29%,.,2%,.,.
Cc1noc(C)c1COc1ccccc1C(=O)NCCc1ccc(S(N)(=O)=O)cc1,1%,-3%,-5%,-3%,26%,27%,-3%,-2%,7%
CC(C)N(CC(O)COc1ccc(CC(N)=O)cc1)CC(O)COc1ccc(CC(N)=O)cc1 (stereo unspecified),-2%,-7%,-8%,-12%,-5%,?,-22%,38%,38%
O=S(=O)(NC1=NCCC1)c1cccc(NC(=S)NCCc2ccccc2)c1,-1%,-28%,-13%,-2%,150%[activator],?,-11%,-3%,-3%
CSc1ncc(C(=O)Nc2ccccc2C(=O)c2ccccc2)c(C)n1,-5%,-16%,-36%,-4%,-7%,-23%[59 µM],-6%,-21%,.

# Exported with two lines to a compound: entries from further up.
# Results follow in this order: BLM helicase inh, BAZ2B block, JMJD2A Tudor inh, POLH inh, Pol iota inh, G9a block, Pol kappa inh, POLB inh, APE1 inh
COC(=O)c1c(C(=O)OC)c(-c2ccc(OC)cc2)n2c1CCC2
  0%, -30%, -29%, -12%, -22%, ?, -6%, -4%, 5%
COCCn1c(C)cc(C(=O)CSc2nnc(C)s2)c1C
  3%, ?, -21%, 6%, 15%, -28%[59 µM], -3%, 49%, ?
COc1ccc(N(CC(=O)NCc2ccc(F)cc2)C(=O)c2snc(C(N)=O)c2N)cc1
  -1%, 3%, -10%, -5%, 132%[activator], -2%, 4%, 0%, 9%
COc1ccc(Sc2nnc(Cc3ccccc3)c3ccccc23)cc1
  -4%, -7%, -20%, -9%, -9%[58.9 µM], 1%, -10%, 0%, -2%

# New compounds follow.
SMILES,BLM helicase inh,BAZ2B block,JMJD2A Tudor inh,POLH inh,Pol iota inh,G9a block,Pol kappa inh,POLB inh,APE1 inh
CC(=O)Nc1ccc(NC(=O)/C=C/c2cccc(C(F)(F)F)c2)cc1,3%,6%,-10%,-2%,183%[activator],64%[activator][59 µM],-10%,10%,3%
Cc1cc(C)cc(NC(=O)c2cccc(N3C(=O)C4C5C=CC(C5)C4C3=O)c2)c1 (stereo unspecified),-15%,-10%,1%,-18%,25%,.,0%,15%,1%
CCOc1ccc(N(C(=O)c2snc(C(N)=O)c2N)C(C)C(=O)NC2CCCCC2)cc1 (stereo unspecified),0%,23%,-12%,-1%,4%,18%[59 µM],-15%,-3%,-4%[12.4 µM]
Cc1ccc(S(=O)(=O)N2[C@@H](c3ccc(Cl)cc3)C(C(=O)O)=CC[C@H]2c2cccc(C)c2)cc1,.,4%,-20%,-5%,-22%,8%[2.33 µM],-20%,.,1%
COc1ccccc1NC(=O)c1oc2ccccc2c1NC(=O)Cc1ccccc1,-6%,-2%,-15%,3%,28%,-35%[59 µM],-6%,30%,.
CC(C)(C)NCC(O)COc1nsnc1N1CCOCC1 (stereo unspecified),.,.,.,-7%[57.1 µM],6%[58.9 µM],48%[12.7 µM],.,16%[57.1 µM],4%
Cc1c(NC(=O)COC(=O)/C=C/c2ccccc2Br)c(=O)n(-c2ccccc2)n1C,.,-17%,4%,-4%,29%,-4%[0.501 µM],2%,.,44%
Cc1ccc(C)c(N2CCN(CCCNC(=O)c3nnc(Cc4ccc(F)cc4Cl)o3)CC2)c1,-7%,?,?,-16%,31%[activator],?,-1%,-10%,.
CCCCC(C(=O)NC(C)(C)C)N(Cc1ccccc1Cl)C(=O)c1snc(C(N)=O)c1N (stereo unspecified),-9%,-1%,-17%,-25%,46%[activator],-7%,-5%,-29%,-18%
CCCCn1c(=N)c(S(=O)(=O)c2ccc(C)cc2)cc2c(=O)n3cc(C)ccc3nc21,-3%,1%,1%,-16%,22%,5%[59 µM],-2%[60.1 µM],2%,.
C=CCc1cc(Cl)ccc1OC(=O)Nc1cccc(Cl)c1,-1%,6%,-10%[11.4 µM],2%,4%,18%,-18%,-7%,2%
CCOc1cc(C(=O)Nc2ccc3c(c2)n(C)c(=O)c(=O)n3C)cc(OCC)c1OCC,-1%,2%,-3%,13%,26%,3%[59 µM],16%,3%,.
Oc1[nH]c2ccccc2c1N=Nc1c(F)c(F)c(F)c(F)c1F,.,.,-22%,?,11%,.,-3%,.,.
C/C(O)=C(/C=Nc1ccccc1)C(=O)Nc1ccccc1,-6%,1%,8%,-12%,49%[activator],15%,2%,2%,-10%
N#Cc1ccc(C(=O)NCC(c2ccco2)N2CCCCC2)cc1 (stereo unspecified),-1%,-3%,3%,-12%,5%,8%[59 µM],-1%,-19%,-4%
Cc1c(Cl)cccc1N=C(N)N=C(N)N,-1%,-23%,-17%,0%,-3%,19%,-2%,?,-1%
Cc1ccc(N2C(=O)c3ccccc3NC2c2ccccc2O)cc1 (stereo unspecified),-3%,4%,-5%,-4%,-26%,13%,0%,9%,8%
CC(Oc1ccc2ccc(=O)oc2c1)C(=O)NCC1CCC(C(=O)O)CC1 (stereo unspecified),0%,?,-3%,-8%,-19%,6%,5%,0%,24%
CCOc1ccccc1N1CCN(CC(=O)NC(=O)NCc2ccco2)CC1,-5%,-29%,-15%,-9%,19%,-7%,-11%,8%,-1%
CCOc1ccc(NC(=O)c2ccc(N3CC4CC(C3)c3cccc(=O)n3C4)c(N)c2)cc1 (stereo unspecified),-1%,-29%,-11%,-10%,13%,?,-3%,36%,16%
COc1ccc(S(=O)(=O)c2c(O)c3ccc(C(=O)NCc4ccccc4)cc3[nH]c2=O)cc1,3%,?,-9%,-5%,?,-38%[59 µM],-17%,14%,.
O=c1[nH]cnc2c1C1(CCCC1)Cc1ccccc1-2,-1%,10%,-9%,-13%,10%,20%[12.7 µM],-3%,7%,12%
Cc1cc(C)c2nc3s/c(=C/c4ccccc4)c(=O)n3c2c1,-4%,3%,.,.,.,1.3µM*,.,-1%,2%
CC(C)c1cc(C(=O)N2CCCC(Nc3ccc(F)cc3)C2)n[nH]1 (stereo unspecified),-3%,-17%,-10%,-10%,14%,.,-4%,36%,7%
C=CC[C@H](CC(=O)N(CCO)Cc1ccccc1)C(=O)NC[C@H](OC(=O)[C@@H](CC=C)CC(=O)OC(C)(C)C)c1ccccc1,.,.,-17%,-18%,17%,.,-9%,.,0%
CCN1CCN(C(c2cc(OC)c(OC)c(OC)c2)c2nnnn2C(C)C)CC1 (stereo unspecified),0%,50µM*,-27%,5%,9%,?,-2%,-14%,0%
COC1(OC)N=C(N)C2(C#N)C(c3ccc(C)cc3)C12C#N (stereo unspecified),0%,?,-9%,-6%,6%,?,-6%,26%,2%
Cc1n[nH]c(C)c1NC(=O)CN1CCN(S(=O)(=O)c2ccc(C(F)(F)F)cc2)CC1,.,.,4.5µM*,0%,?,.,-8%,.,.
O=C1N[C@@H](Cc2c[nH]c3ccccc23)COC(=O)[C@H](Cc2ccc(F)cc2)C/C=C\C[C@H]1CC(=O)N(CCO)Cc1ccccc1,.,.,?,-19%,-29%,.,-19%,.,18%
CCOc1cc(CN2CCN(c3ncccn3)CC2)ccc1OC,-13%,79µM*,2.8µM*,1%,94%[activator],.,-5%,-1%,6%
O=C(O)CC(SCc1ccc(C(=O)O)o1)C(=O)O (stereo unspecified),5%,-7%,?,-8%,3%,-23%[59 µM],-15%,?,3%
COc1ccc(C(=O)n2c(-c3ccco3)nc3ccccc32)cc1,-4%,-1%,-6%,-2%,7%,-7%[59 µM],-11%,2%,6%
COc1ccc(C(=O)Nc2ccnn2C2CCN(CC3CC=CCC3)CC2)cc1 (stereo unspecified),-10%,-2%,-4%,-10%,22%,17%[59 µM],-13%,-12%,18%
COc1cccc(NC(=O)CSc2ccccn2)c1,0%,-2%,-8%,-9%,-10%,5%[59 µM],4%,-1%,2%
Cc1ccc(S(=O)(=O)Nc2ccc3c(c2)CC(=O)N([C@H](C)CO)C[C@@H](C)[C@H](CN(C)Cc2ccc(-c4ccccc4)cc2)O3)cc1,.,.,?,-8%,10%,.,4%,.,-21%
CCN1C(=O)/C(=C2/Sc3ccccc3N2CC)SC1=S,-8%,-8%,-4%,-1%,-7%,.,1%,32%,-14%
CN(C)C(=O)Cn1c(SCC(=O)NC2CCCCC2)nc2ccccc21,0%,4%,-23%,1%,54%[activator],0%[59 µM],15%,47%,-12%

# A run of entries from the list above:
SMILES,BLM helicase inh,BAZ2B block,JMJD2A Tudor inh,POLH inh,Pol iota inh,G9a block,Pol kappa inh,POLB inh,APE1 inh
CCOc1ccc(NC(=O)c2ccc(N3CC4CC(C3)c3cccc(=O)n3C4)c(N)c2)cc1 (stereo unspecified),-1%,-29%,-11%,-10%,13%,?,-3%,36%,16%
COc1ccc(S(=O)(=O)c2c(O)c3ccc(C(=O)NCc4ccccc4)cc3[nH]c2=O)cc1,3%,?,-9%,-5%,?,-38%[59 µM],-17%,14%,.

# A portion of the library; the hit share may differ from the screen's.
